Source: PubChem (National Center for Advancing Translational Sciences (NCATS))
Lipid storage S3: qHTS Assay for Lipid Storage Modulators in Drosophila S3 Cells. Drosophila S3 cells, BODIPY lipid droplet fluorescence, 18-24 h; cells fed with added oleic acid. lipid storage change, negative = inhibition, % at the top dose, mostly 46.1 µM; hits show Potency in µM. 320,000 compounds, 0.64% hits; active means well fitted inhibition curve with a large enough effect in the signal ratio, with a control signal flat, not every such curve was filed as active; inconclusive means small, poorly fitted or top-dose-only effect, or effect the other way, or a change in a side signal; the % refers to the signal ratio
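Drosophila S3 cells loaded with oleic acid (400 uM, as added) and compounds at several concentrations; lipid droplets imaged by 488-nm laser-scanning cytometry, 500–530 nm intensity and object ratio to cell channel. Percent activity normalized to 20 uM Triacsin C.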
Lipid storage S3 cell count max: further read-out of Lipid storage S3, marked with its call; cell number change, %; measured here: cell count max response;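 cells counted by Cell Tracker Red CMTPX staining in the red channel; peak over a dose series mostly up to 46.1 µM; percent activity relative to internal control wells on each plate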
An asterisk follows results filed as active; i = inactive; ? = inconclusive; · = not tested or not shown; [ ] = remark or other dose. On the % scale 0 is the no-effect control and ±100 the full control effect; potency means the concentration at half of the fitted maximal effect.

SMILES	Lipid storage S3	Lipid storage S3 cell count max
Nc1nc(C2CC2)c(Sc2sc(N)nc2C2CC2)s1	18%	-2
O=C(CCc1ccccc1)NC(=S)Nc1cccc(Br)c1	?	·
O=C(NCC1COc2ccccc2O1)c1cccc(S(=O)(=O)N2CCOCC2)c1 (stereo not drawn)	-2%	-18
O=C(CSc1nnnn1C1CC1)N1CCN(c2ccccc2F)CC1	?	·
COCCn1c(=S)[nH]c2cc(C(=O)NC(C)C)ccc2c1=O	i	·
CCCC(C(=O)NCC1CCCO1)N(Cc1ccccc1)C(=O)CNS(=O)(=O)c1ccccc1 (stereo not drawn)	?	·
CN(c1ccccc1)S(=O)(=O)c1ccc(Cl)c(C(=O)NCCc2c[nH]c3ccccc23)c1	?	·
O=C(O)[C@H](Cc1ccccc1)NC(=O)N1CCCCCC1	?	·
CCOc1ccc(CC(=O)Nc2c3c(nn2C(C)(C)C)CS(=O)(=O)C3)cc1	?	·
CC(=O)Nc1nc(=O)c2ccccc2s1	15%	-8
CCC(=O)Nc1c(S(=O)(=O)c2ccccc2)c2nc3ccccc3nc2n1C(C)c1ccccc1 (stereo not drawn)	?	·
CC(Sc1nc2c(c(=O)[nH]1)CCCC2)C(=O)Nc1ccc(S(N)(=O)=O)cc1 (stereo not drawn)	25%	17
Cc1cc(C)cc(NC(=O)Nn2cnnc2)c1	?	·
CC12CCC(=O)N1C(C(=O)NCCN1C(=O)S/C(=C\c3ccc(OC(F)F)cc3)C1=O)CS2 (stereo not drawn)	?	·
O=C1COc2ccc(C(=O)CSc3nnc(NCc4ccccc4)s3)cc2N1	-4%	5
O=C(O)CCc1nc2cc3ccccc3cc2[nH]1	?	·
CCc1ccccc1-n1nnnc1-c1cnccc1C(F)(F)F	?	·
CCOc1ccc(C(=O)CN2CCN(S(=O)(=O)c3ccc(Br)cc3)CC2)cc1	?	·
CCOC(=O)Cc1cnc(NC(=O)Cn2nnc(-c3ccc(OCC)cc3)n2)s1	10%	-3
Cc1ccc(Cl)c(NC(=O)COC(=O)CNS(=O)(=O)/C=C/c2ccccc2)c1Cl	11%	·
Cc1ccc(-n2c(N)c(C(=O)Nc3c(C)n(C)n(-c4ccccc4)c3=O)c3nc4ccccc4nc32)cc1C	?	·
CCn1c(=O)cc(OCC(=O)NCCc2cccc(C)c2)c2ccccc21	-1%	-16
COc1ccc(CCNC(=O)COc2ccc(N(C)S(=O)(=O)c3ccc(Cl)cc3)cc2)cc1	?	·
Cn1c(=O)oc2cc(S(=O)(=O)Nc3cccc([N+](=O)[O-])c3)ccc21	16%	9
COc1cccc(/C=C2/SC(=S)N(CC(=O)NNC(=O)c3ccccc3OC)C2=O)c1	?	·
(more compounds)
SMILES	Lipid storage S3	Lipid storage S3 cell count max
O=S(=O)(c1ccc(S(=O)(=O)N2CCCC2)cc1)N1CCCCCC1	?	·
COc1cccc(NC(=O)CN(c2ccc3c(c2)OCO3)S(C)(=O)=O)c1	?	·
S=C(NCCOCCOCCNC(=S)Nc1ccccc1)Nc1ccccc1	-10%	3
COc1ccc(-n2nc(C(=O)NCC(=O)N3CCOCC3)c3ccccc3c2=O)c(OC)c1	i	-14
Cc1nc(N/N=C/c2cccc(F)c2)cc(N2CCOCC2)n1	?	·
Cc1c(N2C(=O)c3cccc4cccc(c34)C2=O)c(=O)n(-c2ccccc2)n1C	14%	-3
COc1ccc(C2CC(C(F)(F)F)n3ncc(C(=O)O)c3N2)cc1OC (stereo not drawn)	0%	0
C/C(CC(=O)Nc1ccc(Cl)cc1Cl)=N\NC(N)=S	?	·
COc1cccc(/C(C)=N/NC(=O)c2cc(-c3cccnc3)nc3ccccc23)c1	15%	11
C=CCCC1(C)C(=O)N(c2ccccc2)c2ccccc21 (stereo not drawn)	?	·
CCCN1CCN(C(=O)Cn2nc(C)n3c(cc4sccc43)c2=O)CC1	?	·
N#Cc1ccc(C2=CC(=O)C[C@H](c3ccc4c(c3)OCO4)C2)cc1	?	·
COc1ccc(CCNc2ccc(C(CC(N)=O)NC(=O)Cc3ccc(Br)cc3)cc2[N+](=O)[O-])cc1 (stereo not drawn)	?	·
Cc1ccccc1S(=O)Cc1ccc(C(=O)NCCCN2CCCCC2)o1 (stereo not drawn)	4.1µM*	-18*
Cc1ccc(NC(=O)CCC(=O)NNC(=O)CCc2ccccc2)c(C)c1	?	·
O=S(=O)(Cc1ccccc1Cl)N1CCN(Cc2ccc3c(c2)OCO3)CC1	10%	-2
N#Cc1ccc(COC(=O)CN2C(=O)NC3(CCCC3)C2=O)cc1	?	·
O=C(O)c1cccc(S(=O)(=O)Nc2cccc(S(=O)(=O)N3CCCCCC3)c2)c1	?	·
CC(=O)Nc1ccc(-c2csc(Nc3ncccn3)n2)cc1	0%[9.22 µM]	-6
Cc1ccc(NC(=S)NCCC(c2ccccc2)c2ccccc2)c(C)c1	i	·
O=C(COC(=O)c1ccc([N+](=O)[O-])o1)Nc1cccc2ccccc12	?	·
CCOC(=O)c1ccc(NC(=O)c2ccco2)cc1	?	·
CCN1C(=O)/C(=C\N(C(C)=O)c2ccccc2)OC1=S	?	·
C=CCNC(=S)N/N=C/c1ccc(N(CC)Cc2ccccc2)cc1	?	·
CCOC(=O)NC1(C(F)(F)F)C(=O)N(Cc2ccccn2)C2=C1C(=O)CC(C)(C)C2 (stereo not drawn)	?	·
Next section
SMILES	Lipid storage S3	Lipid storage S3 cell count max
O=C(Cn1cc(C(F)(F)F)cc(Cl)c1=O)NCc1ccc(Cl)cc1	16%	8
COc1ccc(Br)c(OC)c1C(=O)NC(=O)Nc1c(F)cccc1F	15%	1
COc1ccc2cc3cc(C(=O)NCCc4ccc(OC)c(OC)c4)oc3nc2c1	?	·
CC(C)N1CCN(Cc2ccoc2)CC1CCO (stereo not drawn)	10%	20
CCOC(=O)Cc1csc(NC(NC(=O)CC)(C(F)(F)F)C(F)(F)F)n1	?	·
COc1ccc(C2CC(c3ccc(Br)cc3)=NN2C(=O)CCC(=O)O)cc1OC (stereo not drawn)	-15%	6
Cc1cccc(C(=O)NC(NCc2ccco2)C(Cl)(Cl)Cl)c1 (stereo not drawn)	?	·
CCOc1ccc2nc(NC(=O)CN3C(=O)C4CCCCC4C3=O)sc2c1 (stereo not drawn)	?	·
CCCCCCC(=O)N/N=C/c1ccco1	-3%	-13
Cc1ccc(NC(=O)CN(C)C(=O)c2cccc(S(=O)(=O)N3CCc4ccccc43)c2)cc1	?	·
O=C(Nc1ccc(-c2nc3ncccc3o2)cc1)c1ccco1	?	·
O=C(CS(=O)(=O)c1cccc(C(F)(F)F)c1)Nc1ccccc1Cl	-4%	-4
Fc1ccccc1N1CCN(CCCc2ccccc2)CC1	14%	8
N#Cc1c(/N=C/c2cccnc2)sc2c1CCCC2	?	·
Cc1ccc(C)c(S(=O)(=O)Nc2ccc3cn[nH]c3c2)c1	6%	-24
CC/C(=N/Nc1ccc(Cl)cc1)c1cnnc(SC)n1	?	·
COc1ccc(-n2c3c(cc(C(=O)N4CCN(CCO)CC4)c2=O)C(=O)CC(C)(C)C3)cc1	i	·
Cc1c(NC(=O)Nc2ccc(F)cc2)c(=O)n(-c2ccccc2)n1C	-2%	14
Cc1cccc(NN=C2c3ccccc3-c3ccccc32)c1	-5%	3
CC(=O)c1c(C)oc2ccc(NS(=O)(=O)c3cccs3)cc12	-3%	0
Cc1ccc(OCC(=O)Nn2cnnc2)c(Br)c1	5%	8
O=[N+]([O-])/C(C(Cl)=C(Cl)Cl)=C1\Nc2ccccc2O1	?	·
CCOC(=O)C1CCCN(C(=O)c2sc3nc(C)nc(N4CCOCC4)c3c2C)C1 (stereo not drawn)	?	·
COc1ccc(OC)c(C(=O)COC(=O)CNC(=O)C2CCCCC2)c1	?	·
CC(C)(C)S(=O)(=O)c1cnc2c(-c3ccc(F)cc3)cnn2c1N	?	·
Further records:
SMILES	Lipid storage S3	Lipid storage S3 cell count max
O=C(NCc1c(O)ccc2ccccc12)c1ccccc1	4%	-24
O=C(NC1CCCC1)c1cc(S(=O)(=O)N2CCCC2)ccc1Cl	?	·
Cc1c2cnn(CC(=O)N3CCN(c4ncccn4)CC3)c(=O)c2c(C)n1Cc1ccc(F)cc1	8%	0
C[C@@H]1CCC2[C@](C)(CO)[C@@H](O)CC[C@]2(C)[C@@]12C[C@](CO)(CC(=O)O)CO2 (stereo partly drawn)	11%	22
CCc1cc(=O)oc2cc(C)cc(OC(C)C(=O)NCCCN3CCOCC3)c12 (stereo not drawn)	-17%	·
Cc1ccc(C(=O)Nn2cnnc2)cc1Cl	-12%	·
COC(=O)c1ccn(C(=O)c2ccc(Cl)cc2)n1	?	·
COc1ccc(NC(=O)c2ccco2)cc1NC(=O)c1ccco1	?	·
CC(C)=CCC/C(C)=C/COc1ccc2ccc(=O)oc2c1	?	·
O=C(CCCOc1ccccc1)NC(=S)Nc1ccccc1	-18%	-5
COc1ccc(C(=O)NNC(=O)CSc2nnc(C3CC3)n2C)cc1	?	·
CCOC(=O)C(=CNc1ccc(OC)cc1[N+](=O)[O-])C(=O)OCC	11%	6
CC1(C)CC2(CC(c3ccccc3)Oc3cc(O)ccc32)NC(=S)N1 (stereo not drawn)	6%	-2
CCCC(=O)OCC(=O)Nc1ccc([N+](=O)[O-])cc1C#N	13%	-2
CCOc1ccc(S(=O)(=O)Nc2cccc(C(=O)NCCCN3CCOCC3)c2)cc1	4%	-1
CCOC(=O)CN1C(=O)N[C@@H](c2ccc(Br)cc2)C(C(C)=O)=C1C	4%	-10
CC(N)=Nc1ccc([N+](=O)[O-])cc1	?	·
O=C(CSc1nccc(=O)[nH]1)Nc1ccc(F)c([N+](=O)[O-])c1	21%	-2
Cc1ccc(NC(=O)Cn2c(=O)n(CCC(=O)NC3CCN(Cc4ccccc4)CC3)c(=O)c3ccccc32)cc1	1%	4
CNC(=O)CN(c1cc([N+](=O)[O-])ccc1OC)S(C)(=O)=O	-2%	-16
Cc1cc(NC(=O)CCC(=O)N(CC(=O)NCC2CCCO2)Cc2ccc(F)cc2)no1 (stereo not drawn)	0%	-12
CCC(=Nc1ccccc1OC)C1=C(O)CC(c2ccccc2)CC1=O (stereo not drawn)	?	·
O=C(NNC(=S)Nc1ccccc1)C1CCCCC1	1%	-4
CC(C)(C)NC(=O)C(c1ccncc1)N(Cc1cccs1)C(=O)Cn1nnc(-c2cccs2)n1 (stereo not drawn)	?	·
Cc1cc(Nc2c(C)n(C)n(-c3ccccc3)c2=O)c2ccccc2n1	-9%	-24
(list continues)
SMILES	Lipid storage S3	Lipid storage S3 cell count max
CCN(CC)CCCCCOc1ccccc1OC	2%	-6
COc1ccc(NCCC#N)cc1	i	·
Cc1nn(C)c(C)c1CNC(=O)c1cnn2c1NC(c1ccccc1)CC2C(F)(F)F (stereo not drawn)	?	·
CS(=O)(=O)N(CC(=O)N1CCCCCC1)c1ccc(Br)cc1	?	·
O=C(CN1CSCC1=O)N1CCN(S(=O)(=O)c2ccc(Cl)cc2)CC1	?	·
CC(/C=N/NC(=O)CSc1n[nH]c(=O)[nH]c1=O)=C\c1ccccc1	-1%	0
COc1cc(/C=C/C(=O)OCC(=O)NCc2cccs2)ccc1OCC#N	?	·
CCOC(=O)N1CCN(C(=O)c2cnc(Nc3ccccc3OC)c3ccccc23)CC1	?	·
CC1=NN(c2ccc(C(=O)O)cc2)C(=O)/C1=C\c1ccc(OC(=O)c2cccs2)cc1	?	·
CCCCNC(=O)C1c2ccccc2C(=O)N(c2ccc(OC)cc2)C1c1ccc(OC)cc1 (stereo not drawn)	i	·
C=CCNC(=O)C(=O)c1cccn1-c1ccsc1C(=O)OC	?	·
CCOC(=O)c1c(C)[nH]c(C)c1S(=O)(=O)NCC1CCN(Cc2cccc(F)c2)CC1	?	·
COc1cccc(N2CCN(C(C)C(=O)NC34CC5CC(CC(C5)C3)C4)CC2)c1 (stereo not drawn)	1.3µM*	-28*
Cc1ccc2oc(-c3cccc(NC(=O)Cn4cnc5c(=O)n(C)c(=O)n(C)c54)c3)nc2c1	?	·
COc1ccc(COc2ccc(S(=O)(=O)N3CCCC3)cc2C(N)=O)cc1F	?	·

Only part of the results is shown; rates above refer to the full screens.
